BAP1 block = blocks human BAP1 ubiquitin-AMC hydrolysis. activity remaining (% of control), % at 20 µM. recombinant BAP1, Ub-AMC hydrolysis fluorescence kinetic; stronger effect = lower value. Q92560. 72,000 tested, 0.48% active;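 active = activity remaining at or below 50% of control, provided the compound also passes the data quality filters; inactive = the rest, including low values that fail the filters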;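 note: 100% = DMSO wells rate and 0% = substrate alone blank rate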
Target sequence (Q92560 whole entry, looked up): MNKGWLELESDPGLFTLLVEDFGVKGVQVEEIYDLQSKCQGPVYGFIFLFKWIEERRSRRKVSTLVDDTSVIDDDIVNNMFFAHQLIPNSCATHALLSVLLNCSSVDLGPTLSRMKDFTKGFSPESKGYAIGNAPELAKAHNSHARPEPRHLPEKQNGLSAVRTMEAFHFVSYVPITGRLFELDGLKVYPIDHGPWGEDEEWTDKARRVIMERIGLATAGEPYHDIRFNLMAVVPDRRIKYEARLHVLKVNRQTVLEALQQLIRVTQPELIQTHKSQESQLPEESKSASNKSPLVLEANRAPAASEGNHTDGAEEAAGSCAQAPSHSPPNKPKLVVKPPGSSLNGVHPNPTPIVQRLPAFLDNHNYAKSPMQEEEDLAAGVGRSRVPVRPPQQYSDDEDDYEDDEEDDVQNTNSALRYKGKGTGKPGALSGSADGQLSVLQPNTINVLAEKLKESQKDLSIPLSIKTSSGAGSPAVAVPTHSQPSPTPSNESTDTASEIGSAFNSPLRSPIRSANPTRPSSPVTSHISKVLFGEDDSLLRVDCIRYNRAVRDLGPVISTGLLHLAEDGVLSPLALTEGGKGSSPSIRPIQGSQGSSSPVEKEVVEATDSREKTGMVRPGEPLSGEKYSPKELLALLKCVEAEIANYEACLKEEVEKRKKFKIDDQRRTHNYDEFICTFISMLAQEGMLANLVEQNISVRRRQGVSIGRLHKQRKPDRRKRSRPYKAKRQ
HePTP inhibitor = human HePTP phosphatase inhibition; P35236; recombinant HePTP phosphatase activity, OD absorbance; inhibition, % at 20 µM; 110,000 tested, 0.64% active; AID 521; in the data active = inhibition above about 50%;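 note: plate controls were vehicle for no effect and reference inhibitor for full effect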
Target sequence (P35236 whole entry, looked up): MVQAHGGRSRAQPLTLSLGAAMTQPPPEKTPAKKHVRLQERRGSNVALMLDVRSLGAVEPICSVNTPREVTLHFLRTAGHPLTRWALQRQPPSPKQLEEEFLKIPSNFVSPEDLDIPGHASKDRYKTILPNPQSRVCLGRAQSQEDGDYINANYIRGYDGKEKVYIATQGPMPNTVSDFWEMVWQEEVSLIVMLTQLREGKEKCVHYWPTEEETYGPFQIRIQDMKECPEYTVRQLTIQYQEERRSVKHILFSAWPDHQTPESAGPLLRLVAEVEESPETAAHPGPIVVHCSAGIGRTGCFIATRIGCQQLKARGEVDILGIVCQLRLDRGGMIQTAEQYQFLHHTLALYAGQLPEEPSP
The depositor's hits bear a star; x = no result given; & = joins results of further samples.

SMILES | BAP1 block | HePTP inhibitor
Oc1cc(N=C/C=C/c2ccc(Cl)cc2)ccc1-c1nc2ccccc2s1 | x | 6
CC(C)(C)OC(=O)N[C@H](Cc1ccccc1)C(=O)N1CCC(C(=O)O)CC1 | 55 | -1
CCN(C(=O)CSc1ccc2c(c1)OCCO2)C1CCS(=O)(=O)C1 (stereo not drawn) | 92 | 5
CC1(C)Cc2cccc(OCC(O)CN3CCN(c4ccccn4)CC3)c2O1 (stereo not drawn) | 106 | 4
COc1ccc(C/C(N)=N/OC(=O)COc2ccc3ccccc3c2)cc1 | x | 8
Brc1ccc(-c2cnc(-c3cccs3)o2)cc1 | x | 7
CCC(O)c1ccc(OCc2ccccc2)c(OC)c1 (stereo not drawn) | x | -6
CCC(C)Nc1nc(OCC(F)(F)F)nc(OCC(F)(F)F)n1 (stereo not drawn) | 137 | 2
Cc1ccc2c(c1)cc(CN(Cc1ccco1)C(=O)COc1ccccc1)c1nnnn12 | 59 | -1
COc1ccc(-c2cc(C(=O)Nc3ccc(C)cc3)no2)cc1 | x | 0
O=C(CN1C(=O)c2ccccc2C1=O)Nc1cccc2c1C(=O)N(c1ccccc1)C2=O | x | -17
O=C(COc1ccc(Cl)cc1Br)NNC(=O)c1cccc(Br)c1 | x | 5
Cc1ccc(C)c2[nH]c(=O)c(C(c3nnnn3Cc3ccco3)N3CCc4ccccc4C3)cc12 (stereo not drawn) | 66 | -1
CCOc1cc(C(=S)N2CCOCC2)ccc1OCc1ccccc1 | x | 1
O=C(COC(=O)c1ccc(Br)o1)NCCCc1ccccc1 | 106 | -12
CC(C)CNC(=O)C(=O)NCc1ccc(Cl)cc1Cl | x | 3
O=c1c2c(nc3cc(-c4cccs4)[nH]n13)CCCC2 | x | 5
O=C(C1CCN(S(=O)(=O)c2cccc3cccnc23)CC1)N1CCN(C2CCCC2)CC1 | 92 | 4
O=C(COc1ccc(Cl)cc1)N=Nc1c(O)n(CN2CCCC2)c2ccccc12 | x | 11
CN(C)c1ccc(C2C=C(c3ccc(Cl)cc3OC(F)F)Nc3ncnn32)cc1 (stereo not drawn) | 72 | 2
Cc1nnc(SCC(=O)N2CCC(C(=O)Nc3nccs3)CC2)n1Cc1ccccc1 | 108 | 17
CCCCP(=O)(CCCC)CP(=O)(c1ccccc1)c1ccccc1 | x | 5
CN(C)c1ccc(/C=N/NC(=O)NC23CC4CC(CC(C4)C2)C3)cc1 | x | 4
Nc1nnnn1/N=C/c1ccccc1OCc1ccc(Cl)cc1Cl | 53 | 3
Cn1c(=O)oc2cc(S(=O)(=O)N3CCC(C(=O)NCc4cccs4)CC3)ccc21 | 111 | -1
c1ccc(N2CCN(c3ncnc4c3oc3ccccc34)CC2)cc1 | 54 | 5
O=C(Nc1cccc(OC(F)(F)F)c1)c1ccc(Br)o1 | 86 | -12
Cn1cnnc1SCc1ccc(C#N)cc1 | 120 | 3
CCOC(=O)C1=C(C)N=c2s/c(=C\c3cccs3)c(=O)n2C1c1ccc(SC)cc1 (stereo not drawn) | x | 3
CCOc1cc(C=NN2CCN(Cc3ccccc3)CC2)ccc1O | x | 1
Cc1ccc(C(C)C)c(OCCNS(C)(=O)=O)c1 | 119 | 5&2
CN1C2C=C(N(CCc3c[nH]c4ccccc34)C(=O)c3ccc(Cl)cc3)CC1CC2 (stereo not drawn) | x | -11
CCOC(=O)NCc1ccc(Cl)c(Cl)c1 | 96 | 2
CCOc1ccc(S(=O)(=O)N(CC(=O)Nc2ccc(C(C)=O)cc2)c2ccc(C)cc2)cc1 | x | 5
Cc1cc(C(=O)Nc2nc3c(s2)CCCC3)no1 | 88 | 2
O=C(O)C(Cc1ccccc1)N1C(=O)/C(=C/c2cccc([N+](=O)[O-])c2)SC1=S (stereo not drawn) | x | 11
O=C(CSCc1cccc(Br)c1)NC1CCCCC1 | x | -4
O=C(COc1ccc(Br)cc1)Nc1ccc2c(c1)oc1ccccc12 | x | 3
Cn1nc(-c2ccc(C(=O)Nc3cccnc3)cc2)c2ccccc2c1=O | 111 | x
Cc1nc(N)c(C#N)c(-c2cccnc2)c1C | 58 | -2
COc1ccc(N2CCN(CCCNC(=O)c3cc4sccc4n3C)CC2)cc1 | 105 | -1
CCOc1ccc2nc(SC3CC(=O)N(c4ccc(C)cc4C)C3=O)sc2c1 (stereo not drawn) | x | -19
CC(Oc1ccc(Cl)cc1Cl)c1nc(-c2ccccn2)no1 (stereo not drawn) | x | 6
CCn1c(SCC(=O)NCCOC)nc2sc3c(c2c1=O)CCCC3 | 92 | 10
C=CCn1c(=N)n(CC(O)c2ccc(OCC)cc2)c2ccccc21 (stereo not drawn) | 67 | 6
Cn1c(=O)c2c(nc(Br)n2C)n(C)c1=O | 108 | 2
Cc1cc(NC(=O)CSc2nc3c(c(=O)n2CCc2ccccc2)SC(C)C3)no1 (stereo not drawn) | 78 | 5
COc1ccc(C(c2nnnn2C2CCCCC2)N2CCN(c3ccccc3)CC2)cc1 (stereo not drawn) | 57 | 4
COc1ccc(NC(=O)CSc2nnc(CNC(=O)c3ccco3)o2)c(OC)c1 | 104 | 6
Cc1ccc2c(c1)c1c3n2CCN(C(C)c2ccccc2)C3CCC1 (stereo not drawn) | x | 1
Cc1ccc2oc(-c3ccc(NC(=O)c4cc5ccccc5o4)cc3O)nc2c1 | x | 29
O=C1CC(c2ccco2)CC(O)=C1C=NCCN1CCN(C2CC(=O)N(c3ccccc3)C2=O)CC1 (stereo not drawn) | 178 | -2
CN1CCN(S(=O)(=O)c2ccc(Br)s2)CC1 | 102 | 0
N#C/C(=N\Nc1ccc(F)cc1)C(=N)N1CCCCC1 | x | -12
CCOC(=O)c1c(-c2ccc(Cl)cc2)csc1NC(=O)COc1ccc(OC)cc1 | x | 3
COc1ccc(CC(=O)NNC(=O)c2ccccc2Cl)cc1OC | x | -2
O=C(Nc1cccc2c1CCCC2)C1CCN(C(=O)NC2CCCCC2)CC1 | 119 | 5
CCOC(=O)c1c(C)c(C(=O)NCC2CCCO2)c(C)n1CC (stereo not drawn) | x | 2
O=C(CN1C(=O)c2ccccc2C1=O)Nc1cc([N+](=O)[O-])ccc1Cl | x | -9
CC(=O)c1ccc(OC(=O)c2ccc(Br)o2)cc1 | 92 | 7
Going on with the list.
SMILES | BAP1 block | HePTP inhibitor
CC1=C(C)CC(C(=O)Nc2ccc(C(N)=O)cc2)C(C(=O)O)C1 (stereo not drawn) | x | -3
COc1ccc(NC(=O)c2ccccc2O)cc1Cl | x | 4
CCCCN(C(=O)NC(=O)Nc1ccccc1OCC)S(C)(=O)=O | 94 | 0
Cc1ccc(NC(=O)C2CCCN2S(=O)(=O)c2ccc(F)cc2)c(C)c1 (stereo not drawn) | 85 | 4
CCC(Oc1ccccc1)C(=O)Nc1nc2ccccc2[nH]1 (stereo not drawn) | 139 | 5
O=C(Nc1ccc2oc(-c3ccccc3)nc2c1)c1ccccc1I | x | -3
O=C(Nc1cccc(C(F)(F)F)c1)c1ccc(C(=O)c2ccccc2)o1 | x | 1
O=S(=O)(O)c1cccc2cccc(Nc3ccccc3)c12 | x | -6
CCOC(=O)C1CCCN(C(=O)CCn2nc(-c3ccccc3)ccc2=O)C1 (stereo not drawn) | 98 | 3
O=C1CC(N2CCN(Cc3ccccc3)CC2)C(=O)N1c1cccc(Cl)c1 (stereo not drawn) | x | -1
CC12C(=O)N(n3cnnc3)C(=O)C1C1C=CC2C1 (stereo not drawn) | 99 | 11
O=C(O)c1ccc(COc2ccc3ccc(=O)oc3c2)cc1 | x | -2
CCCCOC(=O)c1ccc(NC(=O)c2cc([N+](=O)[O-])ccc2Br)cc1 | x | -4
CCc1ccc(NC(=O)C2CCCCC2C(=O)O)cc1 (stereo not drawn) | 95 | -9&2
COC(=O)C1=C(C)NC2=C(C(=O)CC(C)(C)C2)C1c1ccc(OCc2ccccc2Cl)c(OC)c1 (stereo not drawn) | x | 3
CCc1nnc(NS(=O)(=O)c2ccc(NS(=O)(=O)c3ccc(C)cc3)cc2)s1 | x | 5
CCCn1c(SCCN2C(=O)c3ccccc3C2=O)n[nH]c1=O | 100 | 10
CC(=O)Nc1nc2cc3c(cc2s1)OCO3 | 97 | -8
O=C(/C=C/c1ccccc1)NC(=S)Nc1cccc(-c2nc3ncccc3o2)c1 | x | -17
O=C(c1ccco1)N1C2C=CC(C2)C1(C(F)(F)F)C(F)(F)F (stereo not drawn) | 100 | 6
O=C(CCC1CCCC1)Nc1cc(Cl)ccc1Cl | x | -2
CC(C)(C)OC(=O)N1N=C(c2ccc(Br)cc2)CC1(O)C(F)(F)F (stereo not drawn) | x | 8
COc1cccc(/C=C2\SC(N3CCCC3)=NC2=O)c1 | x | 6
COc1ccc(-c2nnc(NC(=O)c3cc(Cl)ccc3Cl)o2)cc1 | 96 | -7
Cc1c(OCc2ccccc2F)ccc2c3c(c(=O)oc12)CCC3 | x | -9
O=C(Nc1ccc2c(c1)OCO2)c1ccc(Cl)cc1[N+](=O)[O-] | x | 4
Cc1cc(C)c(S(=O)(=O)Nc2c(C)n(C)n(-c3ccccc3)c2=O)c(C)c1 | 85 | x
Cc1ccc2cc3cc(C(=O)NCCN4CCOCC4)oc3nc2c1 | 79 | 3
N/C(=N\OC(=O)c1ccccc1[N+](=O)[O-])c1ccc(Cl)cc1 | x | 4
O=C1/C(=C\c2ccc3c(c2)OCO3)N=C(c2ccccc2)N1c1ccc(F)cc1 | x | -5
CCCCNC(=O)NC1C(NC(=O)NCCCC)N(C)C(=O)N1C (stereo not drawn) | 114 | 10&7
O=C1CC(c2nc3ccccc3[nH]2)CN1c1ccccc1F (stereo not drawn) | 98 | 3
CCOc1ccc(Cn2nnc(C(=O)Nc3cc(OC)cc(OC)c3)c2N)cc1 | 94 | -2
CCN(CC)c1ccc(NC(=O)CSc2nnc(N)s2)cc1C | 103 | -8
COc1cccc(-c2nc(-c3ccccn3)no2)c1OC | 162 | -9
COc1ccc(CNC(=O)CN(C(=O)CCC(=O)Nc2ccccn2)c2ccccc2OC)cc1 | 90 | 3
Cn1c(=O)c2c(nc(SCCN3CCOCC3)n2Cc2ccc(F)cc2)n(C)c1=O | 97 | 0
O=C(CCc1nc(-c2ccccc2F)no1)NC1CCCCC1 | x | -6
O=C(O)c1ccc(S(=O)(=O)c2ccc3c(c2)C(=O)N(NC(=O)c2ccco2)C3=O)cc1 | x | -11
Cc1ccccc1NC(=O)CN(c1ccc(F)cc1)S(C)(=O)=O | 106 | -2
C=C(C)C1Cc2c(C)nn(-c3nc(C)cc(C)n3)c2C1 (stereo not drawn) | 117 | 5
CN1CC[n+]2c(CN3C(=O)c4ccccc4C3=O)csc21 | 93 | 3
Cc1ccc(C(=O)Nc2ccccc2C(=O)NC2CCCCC2)cc1S(=O)(=O)N1CCOCC1 | 102 | 1
CC(=O)N(Cc1ccc2c(c1)OCO2)C1CC(=O)N(c2cccc(Cl)c2)C1=O (stereo not drawn) | x | -13
O=C(Nc1c2c(nn1-c1ccc(F)cc1)CS(=O)C2)C12CC3CC(CC(C3)C1)C2 (stereo not drawn) | 95 | 10
O=C(c1cccc(C(=O)N2CCN(Cc3ccccc3)CC2)c1)N1CCN(Cc2ccccc2)CC1 | 94 | 16
COC(=O)c1ccc(/C=C2/C(=O)NN(c3ccc(C)cc3)C2=O)cc1 | x | 5
c1ccc(-c2oc3ncnc(NCCCN4CCOCC4)c3c2-c2ccccc2)cc1 | x | 12
CC(C)(C)C(=O)Nc1sc2c(c1C#N)CCC2 | 119 | x
COc1ccc(N2CCN(C(=O)C34CCC(C)(C(=O)C3)C4(C)C)CC2)cc1 (stereo not drawn) | 99 | 0
CN1CCN(C(=O)c2cc(Cl)ccc2Cl)CC1 | 94 | -5
Cc1ccc(C)c2c1sc(=NC(=O)CN1C(=O)CCC1=O)n2C | 101 | -9
CCCC(=O)N1CCN(c2nc(CC(C)C)c3c(c2C#N)CCC3)CC1 | x | 4

A draw from above in order of heavy-atom count, smallest number first.
SMILES | BAP1 block | HePTP inhibitor
CCOC(=O)NCc1ccc(Cl)c(Cl)c1 | 96 | 2
CN1CCN(S(=O)(=O)c2ccc(Br)s2)CC1 | 102 | 0
CC(C)(C)C(=O)Nc1sc2c(c1C#N)CCC2 | 119 | x
CC12C(=O)N(n3cnnc3)C(=O)C1C1C=CC2C1 (stereo not drawn) | 99 | 11
COc1ccc(NC(=O)c2ccccc2O)cc1Cl | x | 4
O=C(Nc1cccc(OC(F)(F)F)c1)c1ccc(Br)o1 | 86 | -12
COc1cccc(-c2nc(-c3ccccn3)no2)c1OC | 162 | -9
O=C(O)c1ccc(COc2ccc3ccc(=O)oc3c2)cc1 | x | -2
O=C(CCc1nc(-c2ccccc2F)no1)NC1CCCCC1 | x | -6
CC(C)(C)OC(=O)N1N=C(c2ccc(Br)cc2)CC1(O)C(F)(F)F (stereo not drawn) | x | 8
CCn1c(SCC(=O)NCCOC)nc2sc3c(c2c1=O)CCCC3 | 92 | 10
O=C(Nc1cccc(C(F)(F)F)c1)c1ccc(C(=O)c2ccccc2)o1 | x | 1
Oc1cc(N=C/C=C/c2ccc(Cl)cc2)ccc1-c1nc2ccccc2s1 | x | 6
CCOC(=O)C1CCCN(C(=O)CCn2nc(-c3ccccc3)ccc2=O)C1 (stereo not drawn) | 98 | 3
O=C(COc1ccc(Cl)cc1)N=Nc1c(O)n(CN2CCCC2)c2ccccc12 | x | 11
CCOC(=O)C1=C(C)N=c2s/c(=C\c3cccs3)c(=O)n2C1c1ccc(SC)cc1 (stereo not drawn) | x | 3
Cc1nnc(SCC(=O)N2CCC(C(=O)Nc3nccs3)CC2)n1Cc1ccccc1 | 108 | 17
O=C(CN1C(=O)c2ccccc2C1=O)Nc1cccc2c1C(=O)N(c1ccccc1)C2=O | x | -17
CCOc1ccc(S(=O)(=O)N(CC(=O)Nc2ccc(C(C)=O)cc2)c2ccc(C)cc2)cc1 | x | 5
COC(=O)C1=C(C)NC2=C(C(=O)CC(C)(C)C2)C1c1ccc(OCc2ccccc2Cl)c(OC)c1 (stereo not drawn) | x | 3
O=C1CC(c2ccco2)CC(O)=C1C=NCCN1CCN(C2CC(=O)N(c3ccccc3)C2=O)CC1 (stereo not drawn) | 178 | -2

High-throughput results (PubChem BioAssay)
